3CLpro inhibitor: SARS-CoV 3CLpro protease inhibitors, primary screen, biochemical, quenched FRET; Replicase polyprotein 1ab (Severe acute respiratory syndrome coronavirus), P0C6X7; recombinant SARS-CoV 3CLpro, quenched FRET peptide cleavage; inhibition, % at 6 µM; actives 0.14% (n = 290,000); in the data active = inhibition above about 12%
PriA SSB inh: inhibitors of Klebsiella pneumoniae PriA binding to SSB C-terminal tail, primary screen, biochemical, AlphaScreen. actives 0.6% (n = 430,000). AID 1272365, 2023. PriA–SSB C-terminal tail interaction (Klebsiella pneumoniae). inhibition, % at 33 µM. AlphaScreen SSBct-PriA binding, biotinylated peptide; in the data active = inhibition mostly above about 37%, no sharp cut-off; inactive = mostly below about 20%;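 also: plate controls were negative control peptide for no effect and reference peptide for full effect; strong numbers were not always called active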
Rv3671c inh: Rv3671c serine protease inhibitors, primary screen, biochemical, fluorescence polarization, M. tuberculosis H37Rv. P9WHR9. inhibition, % at 5.96 µM. actives 0.048% (n = 320,000); in the data active = inhibition above about 38%;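 also: extracellular domain of Rv3671c used as enzyme; 0% = enzyme with DMSO and 100% = no enzyme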
DUSP3 inh: VHR1 phosphatase inhibitors, primary screen, biochemical, absorbance, uHTS. inhibition, % at 13.3 µM. recombinant VHR phosphatase, pNPP absorbance. Dual specificity protein phosphatase 3 (Homo sapiens), P51452. actives 0.52% (n = 290,000); in the data active = inhibition above about 50%; also: some compounds called inactive have numbers as strong as hits
Target sequence (P51452 whole entry, looked up): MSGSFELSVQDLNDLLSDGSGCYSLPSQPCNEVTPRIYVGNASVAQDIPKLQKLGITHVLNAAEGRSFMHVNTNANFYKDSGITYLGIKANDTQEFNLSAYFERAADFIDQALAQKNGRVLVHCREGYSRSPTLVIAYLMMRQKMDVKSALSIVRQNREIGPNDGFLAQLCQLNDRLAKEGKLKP
BoNT A protease: BoNT/A light chain protease inhibitors, primary screen, biochemical, flow cytometry, MLPCN library; Botulinum neurotoxin type A light chain protease (Clostridium botulinum A str. ATCC 3502); multiplex microsphere protease substrate cleavage; inhibition, % at 10 µM; actives 0.17% (n = 360,000); AID 588499, 2011; also: plate controls were buffer without enzyme for full effect and enzyme alone for no effect
PrPC TRFRET: inhibitors of human cell surface prion protein PrPC, primary screen, cell-based, TR-FRET; TR-FRET read-out; inhibition, % at 13.8 µM; actives 0.43% (n = 370,000); AID 720596, 2013; in the data active = inhibition above about 24%; also: 0% = median of the test wells and 100% = reference compound wells
MazEF act: activators of E. coli MazEF toxin-antitoxin RNase, primary screen, biochemical, fluorescence, uHTS; Endoribonuclease toxin MazF (Escherichia coli (strain K12)), P0AE70; FAM/BHQ RNA-DNA oligo cleavage fluorescence, 5 h; AID 504720, 2011; activation, % at 20 µM; actives 0.32% (n = 350,000); in the data active = activation above about 50%
Anthrax LF prot: Bacillus anthracis LF protease inhibitors, primary screen, biochemical, multiplex microsphere, MLPCN library. Lethal factor (Bacillus anthracis), P15917. multiplex microsphere protease cleavage assay. inhibition, % at 10 µM. actives 0.12% (n = 360,000). AID 588501, 2011; also: plate controls were buffer without enzyme for full effect and enzyme alone for no effect
Target sequence (P15917 whole entry, looked up): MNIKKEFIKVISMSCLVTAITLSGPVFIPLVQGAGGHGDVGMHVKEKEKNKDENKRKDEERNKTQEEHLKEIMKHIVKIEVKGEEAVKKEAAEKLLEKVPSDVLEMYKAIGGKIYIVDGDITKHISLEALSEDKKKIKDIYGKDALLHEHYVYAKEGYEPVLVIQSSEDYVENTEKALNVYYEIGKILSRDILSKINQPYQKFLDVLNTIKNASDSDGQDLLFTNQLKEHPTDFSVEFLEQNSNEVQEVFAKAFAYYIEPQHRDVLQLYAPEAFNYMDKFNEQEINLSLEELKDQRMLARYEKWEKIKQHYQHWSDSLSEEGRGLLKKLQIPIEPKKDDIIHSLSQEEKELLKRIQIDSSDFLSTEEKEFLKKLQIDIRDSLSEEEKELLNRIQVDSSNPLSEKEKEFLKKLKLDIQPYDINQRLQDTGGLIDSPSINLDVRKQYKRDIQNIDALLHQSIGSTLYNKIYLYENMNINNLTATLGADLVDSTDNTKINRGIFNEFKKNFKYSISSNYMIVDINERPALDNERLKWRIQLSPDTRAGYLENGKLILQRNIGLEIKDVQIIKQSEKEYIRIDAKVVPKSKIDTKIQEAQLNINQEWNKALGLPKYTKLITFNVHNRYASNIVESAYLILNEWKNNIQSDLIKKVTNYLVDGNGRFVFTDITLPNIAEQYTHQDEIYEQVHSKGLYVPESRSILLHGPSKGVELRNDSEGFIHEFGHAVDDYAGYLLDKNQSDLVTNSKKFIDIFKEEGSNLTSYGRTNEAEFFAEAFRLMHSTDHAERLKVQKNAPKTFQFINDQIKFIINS
BoNT-F LC inh: BoNT/F light chain protease inhibitors, primary screen, biochemical, flow cytometry, MLPCN library | Botulinum neurotoxin type F light chain protease (Clostridium botulinum) | Multiplex microsphere protease cleavage assay | inhibition, % at 10 µM | actives 0.22% (n = 360,000); in the data active = inhibition above about 35%, passing the limit was not always enough; inconclusive = no clear call, values can overlap the other calls; also: plate controls were buffer without enzyme for full effect and enzyme alone for no effect
CCHF vOTU inh: CCHFV vOTU protease inhibitors, primary screen, biochemical, Pep-AMC substrate, fluorescence. Crimean-Congo hemorrhagic fever virus L polyprotein viral ovarian tumor (vOTU) protease …. inhibition, % at 11.5 µM. actives 0.55% (n = 370,000). AID 651958, 2012; in the data active = inhibition above about 30%; also: 0% = vehicle wells with enzyme and 100% = no enzyme wells
Starred values were filed as active, the others as inactive; ? = inconclusive; · = no result given. Rule as the data show it, unless noted: active = inhibition above about 30%; inconclusive = no clear call, values can overlap the other calls; inactive = below that. Some of the compounds tested; rates above refer to the full screens.

structure,3CLpro inhibitor,PriA SSB inh,Rv3671c inh,DUSP3 inh,BoNT A protease,PrPC TRFRET,MazEF act,Anthrax LF prot,BoNT-F LC inh,CCHF vOTU inh
CC(C)CCNC(=O)CCCOc1cc(=O)n(C)c2ccccc12,-3,2,6,10,-0.8,-6,4,-9,-5,1
CCOc1ccccc1NS(=O)(=O)c1ccc2[nH]c(=O)ccc2c1,3,-5,·,44,-2.8,-7,-4,-10,1,9
COc1cc2nc(N3CCN(c4cc(C)ccc4C)CC3)nc(N)c2cc1OC,1,14,9,2,-5.3,-12,-18,-10,10,4
COc1ccc(Cl)cc1C(=O)Nc1cccnc1,4,5,2,19,0.7,8,3,2,?,2
CCN(CCNC(=O)C1CC(=O)N(CCc2ccccc2)C1)c1ccccc1 (centres undefined),-1,12,-1,26,0.7,8,-4,-8,-2,6
CN1CC(=O)N(CC(=O)NCc2ccc(F)cc2)c2ccccc2C1=O,1,-18,3,18,-0.7,6,-3,1,-30,-1
CN1C(=O)[C@@H]2[C@H](C1=O)[C@@H]1C(=O)Nc3ccccc3C(=O)N1[C@@H]2c1ccc(Br)cc1,·,9,-5,·,-0.4,0,6,-1,-2,-3
Cc1ccccc1NC(=O)NC1(C(=O)N2CCCC2)CCCCC1,0,0,5,-3,-0.1,1,-7,1,1,-22
COc1ccc(/C=C/C(=O)NNC(=O)c2cc(C)oc2C)cc1,·,4,3,·,-0.2,-4,2,?,-8,6
CC(=O)N1CCC(=NNc2ccc(S(N)(=O)=O)cc2[N+](=O)[O-])CC1,-1,-3,-7,14,-0.3,-30,5,-5,-2,-4
CCC(C)(C)c1nnc(NC(=O)c2ccc([N+](=O)[O-])cc2)s1,1,-10,1,16,1.7,0,3,2,19,1
COc1ccc(CCNC(=O)COC(=O)/C=C/c2cccs2)cc1OC,-5,-4,-2,18,0.3,1,3,-3,2,-10
COCCNC(=O)C(OC(=O)c1cccs1)c1ccc(F)cc1 (centres undefined),1,-7,9,44,0.1,4,-5,-3,2,-6
COc1cccc(C(=O)Nc2ccccc2C(=O)N2CCCC2)c1,-6,2,3,-15,-0.4,-8,1,-2,-7,6
O=C(COC(=O)c1ccc(Oc2ccccc2)cc1)Nc1nnc(-c2ccccc2)o1,3,10,-1,-2,2.2,1,5,9,11,8
CC(=O)c1c(C)[nH]c(C(=O)N(C)C(c2ccccc2)c2ccccc2)c1C,2,1,-10,23,-1.1,22,12,3,-8,11
COc1cccc(NC(=O)c2ccco2)c1,-1,-6,3,-8,-0.3,2,1,2,-10,8
O=C1OCCC1Sc1nnc(-c2cccs2)n1Cc1ccccc1 (centres undefined),2,5,4,28,-2.5,·,-10,-5,-18,·
Nc1c(-c2cccc(Cl)c2)cnn1-c1cccc([N+](=O)[O-])c1,7,8,1,14,-1.7,-46,7,-21,-19,1
C[C@@H]1CN([C@@H](C)CO)C(=O)CCCn2nncc2CO[C@H]1CN(C)C(=O)Oc1cccc2ccccc12,·,·,·,·,0.0,7,4,-2,0,1
CCOC(=O)c1ccc2ncc(C(=O)OCC)c(Nc3ccc(N4CCOCC4)cc3)c2c1,0,9,2,12,-1.5,0,1,-3,-10,-8
CC(C)Cc1nnc(NC(=O)CCC(=O)N2CCCCC2)s1,-2,-4,9,2,1.9,6,8,1,0,-6
Cc1sc2ncnc(SCC(=O)Nc3ccc(CN4CCCC4)cc3)c2c1C,·,5,-7,·,1.5,34*,5,2,-12,-7
CN1CCCC(OC(=O)c2cc(Br)ccc2Cl)C1 (centres undefined),1,-10,-6,-5,0.3,-7,0,4,3,-2
CCOC(=O)C1CCN(C(=O)CSCc2nc(-c3ccc(OCC)cc3)oc2C)CC1,5,-29,0,3,0.0,15,-4,1,7,1

Next records
structure,3CLpro inhibitor,PriA SSB inh,Rv3671c inh,DUSP3 inh,BoNT A protease,PrPC TRFRET,MazEF act,Anthrax LF prot,BoNT-F LC inh,CCHF vOTU inh
Cc1nn(-c2ccccc2)c(Cl)c1/C=C1/C(=N)N2N=C(C(C)C)SC2=NC1=O,3,-1,2,8,-0.4,-5,4,1,-3,-17
CN(CCCC(=O)Nc1ccc(Br)cc1F)S(=O)(=O)c1ccccc1,-7,-15,-12,13,2.2,4,0,-2,-14,-6
CCCn1c(N)c(C(=O)CN(C)CC(=O)Nc2ccc(F)cc2)c(=O)[nH]c1=O,·,-5,-1,·,-0.3,-2,7,-1,0,6
N#Cc1ccccc1OCC(=O)NCc1ccccc1CN1CCCC1,·,-2,-1,·,-0.6,-14,8,-2,-9,0
CC12CCC(=O)N1C(C(=O)Nc1ccc(Cl)c(Cl)c1)CS2 (centres undefined),·,-9,-5,·,-17,1,2,-4,-32,-4
CCOC(=O)C1CCN(C(=O)CN2C(=O)CSc3ccc(S(=O)(=O)N4CCOCC4)cc32)CC1,-2,-13,-9,18,-1.7,-5,3,-1,-5,0
O=C(Nc1ccc(SC(F)F)cc1)c1cc(-c2ccncc2)nc2ccccc12,·,0,-44,·,1.1,0,4,-14,-27,13
O=C1CC(N2CCC(O)(c3ccc(Br)cc3)CC2)C(=O)N1c1ccc(Cl)cc1 (centres undefined),2,-5,1,3,-1.0,2,-11,1,-8,0
CC(C)(C)NC(=O)COC(=O)c1ccc(F)cc1Cl,1,3,6,29,-0.3,-4,-2,-6,6,6
CCOC(=O)c1ccc(NC(=O)CCc2nnc3ccc(N4CCN(C)CC4)nn23)cc1,4,-6,-2,-7,0.9,-5,9,-2,3,-4
CCOC(=O)C1CCN(S(=O)(=O)c2ccc(OCC)cc2)CC1,-3,-10,1,-2,0.1,-1,5,1,2,-2
CC1=CC(C)(C)n2c(O)c(N=NC(N)=S)c3cccc1c32,3,4,0,-10,0.6,-7,7,-2,-2,5
O=C(Cn1c(=O)ccn(Cc2ccccc2)c1=O)Nc1cccc(S(=O)(=O)N2CCOCC2)c1,·,6,·,·,-2.1,6,8,0,-17,-9
COCCNc1oc(Cc2cccc3ccccc23)nc1C#N,1,-9,0,39,-1.5,6,9,0,?,-6
Cc1ccc(Cl)cc1NC(=O)COC(=O)C1CC1,0,-9,1,26,-0.3,5,3,0,-1,1
COc1ccc(C(=O)Nc2ccccc2C(=O)N2CCN(c3ccccc3)CC2)cc1,0,7,·,20,-1.2,4,5,0,-7,5
Cc1ccc(NC(=O)c2sc(N)nc2-c2ccccc2)cc1C,5,13,-14,-2,-0.6,-5,-1,-3,-2,13
Cc1ccc(S(=O)(=O)N2CCN(C(=O)CN3C(=O)CNC3=O)CC2)cc1,·,6,1,·,0.8,0,6,-5,5,6
CN(C)Cc1c(C(=O)N/N=C/c2cccc3ccccc23)nnn1-c1nonc1N,0,·,4,-10,0.9,-4,11,0,4,0
CC(Cc1ccccc1)N1C(=O)c2ccccc2C1=O (centres undefined),9,-58,1,64,-2.7,-2,1,-11,-12,-8
Cc1c(NS(=O)(=O)c2cc(C(=O)NCCN(C)C)ccc2Cl)c(=O)n(-c2ccccc2)n1C,-9,6,-3,38,-0.7,7,0,13,-4,2
CC1(C)CC(=O)C=C(c2cccc(O)c2)C1,·,-16,-11,·,0.0,-6,-1,-5,-8,-3
CC1(C(=O)NS(=O)(=O)c2ccc(Cl)cc2)CCN1C(=O)Cc1cccs1 (centres undefined),·,·,·,·,-0.2,1,·,1,-6,-1
COCCNC(=O)C1CC(=O)N(c2ccc(F)c(Cl)c2)C1 (centres undefined),-1,0,-5,·,-0.8,-5,7,-14,-12,1
CCCCCCc1cc2cc(C(=O)Nc3ccccc3OC)c(=O)oc2cc1O,5,-11,-4,5,-0.2,3,-4,-1,-2,-1

More results follow.
structure,3CLpro inhibitor,PriA SSB inh,Rv3671c inh,DUSP3 inh,BoNT A protease,PrPC TRFRET,MazEF act,Anthrax LF prot,BoNT-F LC inh,CCHF vOTU inh
C/C(=N/NC(=O)c1ccco1)c1ccc(NC(=O)c2ccc(F)cc2)cc1,5,·,-7,6,0.2,3,-27,0,1,17
CC1=NN(C(N)=S)C(=O)C1N=Nc1cccc(Cl)c1C (centres undefined),2,15,6,6,-3.5,-7,3,0,-30,4
Clc1cc(Cl)c(-c2cc(Cl)c(Cl)cc2Cl)cc1Cl,·,-11,-2,·,-0.6,6,-1,4,-1,3
Clc1ccc2nc(CSc3ncn[nH]3)cn2c1,6,1,6,-13,-0.5,1,1,-6,-4,-8
CCC12CC3CC(C1)CC(C(=O)Nc1nn[nH]n1)(C3)C2,-1,10,5,2,?,-5,-4,-7,2,14
CC(C)C(OC(=O)c1cccs1)C(=O)NC1CCCCC1 (centres undefined),1,-3,0,42,-1.6,1,6,5,-13,10
CCOC(=O)CN1C(=O)N[C@@H](CCc2ccccc2)C(C(C)=O)=C1C,·,-5,-3,·,·,-6,13,·,·,-8
Cc1cc(NC(=O)c2ccc(NC(=O)C3CCCO3)cc2)ccc1Br (centres undefined),4,-14,-10,24,1.4,11,2,1,6,10
CS(=O)(=O)N1CCN(c2ccccc2NC(=O)Nc2cccc(Cl)c2)CC1,4,-2,1,28,-0.3,-6,12,-10,13,-14

3 entries from above, sorted by molecular weight, largest number first.
structure,3CLpro inhibitor,PriA SSB inh,Rv3671c inh,DUSP3 inh,BoNT A protease,PrPC TRFRET,MazEF act,Anthrax LF prot,BoNT-F LC inh,CCHF vOTU inh
C/C(=N/NC(=O)c1ccco1)c1ccc(NC(=O)c2ccc(F)cc2)cc1,5,·,-7,6,0.2,3,-27,0,1,17
CC1=NN(C(N)=S)C(=O)C1N=Nc1cccc(Cl)c1C (centres undefined),2,15,6,6,-3.5,-7,3,0,-30,4
CCC12CC3CC(C1)CC(C(=O)Nc1nn[nH]n1)(C3)C2,-1,10,5,2,?,-5,-4,-7,2,14

Bioassay records: PubChem BioAssay, several laboratories
